Kir21 block: blocks the mouse Kir2.1 inward-rectifier potassium channel; B-score at 10 µM; HEK293-Kir2.1, FluxOR thallium flux fluorescence; hits give low values; AID 1672; actives 0.85% (n = 310,000); P35561;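 active means fluorescence ratio B-score at or below minus 3 SD of library scores, with starting-brightness B-score within 2 SD, cut at about -4.2 in these data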;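 further: channel flux triggered by added potassium and thallium sulfate stimulus; B-score of peak minus minimum fluorescence over baseline after thallium stimulus; more negative B-score means stronger Kir2.1 block with less thallium influx; some compounds called inactive have numbers as strong as hits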
Target sequence (P35561 whole entry, looked up): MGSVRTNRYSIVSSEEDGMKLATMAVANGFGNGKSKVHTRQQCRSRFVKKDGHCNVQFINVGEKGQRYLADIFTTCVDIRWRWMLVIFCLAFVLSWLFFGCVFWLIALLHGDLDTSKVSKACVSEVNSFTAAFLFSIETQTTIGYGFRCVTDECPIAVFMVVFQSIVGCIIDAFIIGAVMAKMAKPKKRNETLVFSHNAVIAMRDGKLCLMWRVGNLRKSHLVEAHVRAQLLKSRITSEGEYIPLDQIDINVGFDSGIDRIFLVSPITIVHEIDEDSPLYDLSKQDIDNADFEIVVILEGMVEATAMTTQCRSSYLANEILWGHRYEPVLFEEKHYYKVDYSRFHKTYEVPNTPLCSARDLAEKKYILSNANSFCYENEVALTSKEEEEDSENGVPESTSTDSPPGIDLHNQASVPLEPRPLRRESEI
STK33 kinase inh: blocks human STK33 kinase activity; Q9BYT3; purified STK33, MBP phosphorylation, ADP-Glo luminescence; inhibition, % at 10 µM; actives 0.073% (n = 320,000); AID 2661;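 active means inhibition at or above 25%, using the most active replicate where run in duplicate; inactive means inhibition below 25%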
Target sequence (Q9BYT3 whole entry, looked up): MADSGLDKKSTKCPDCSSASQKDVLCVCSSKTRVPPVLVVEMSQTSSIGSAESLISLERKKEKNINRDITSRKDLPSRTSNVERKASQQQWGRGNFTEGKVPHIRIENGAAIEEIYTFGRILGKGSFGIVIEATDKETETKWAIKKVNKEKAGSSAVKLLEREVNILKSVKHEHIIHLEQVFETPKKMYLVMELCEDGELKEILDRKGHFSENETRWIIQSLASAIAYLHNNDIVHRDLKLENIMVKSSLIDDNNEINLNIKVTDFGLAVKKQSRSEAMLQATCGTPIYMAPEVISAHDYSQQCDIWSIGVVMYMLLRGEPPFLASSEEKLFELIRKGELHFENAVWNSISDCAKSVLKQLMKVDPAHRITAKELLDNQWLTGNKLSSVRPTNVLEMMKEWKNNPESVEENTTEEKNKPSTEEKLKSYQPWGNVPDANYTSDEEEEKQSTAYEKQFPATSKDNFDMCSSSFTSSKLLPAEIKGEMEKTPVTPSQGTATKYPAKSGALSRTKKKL
Starred values were filed as active, the others as inactive; · = not tested or not shown.

SMILES	Kir21 block	STK33 kinase inh
Cc1ccc(NC(=O)c2ncn[nH]2)cc1	0.26	-0.2
COc1ccc2cc(/C(C)=N/NC(=O)c3cc(-c4cccnc4)nc4ccccc34)ccc2c1	2.2	-0.9
Nc1cc(C(=O)OCC(=O)NNC(=O)c2ccccc2)ccc1Cl	1.8	-1.0
COc1ccc(-c2csc(NC(=O)C3CSC4(C)CCC(=O)N34)n2)cc1 (stereo not given)	·	-1.0
Cn1cc(CNC(=O)/C=C/c2ccc(Cl)cc2)cn1	0.64	-0.5
CCCOc1ccc(C2NC(=O)NC2=O)cc1 (stereo not given)	0.05	-1.3
Cc1cc(Nc2ccc(C)c(C)c2)c2ccccc2n1	-2.1	1.8
CNS(=O)(=O)c1ccc(NC(=O)c2cc(-c3ccncc3)nc3ccc(Cl)cc23)cc1	-0.18	-0.5
COc1ccc(Oc2ccc(C(F)(F)F)cc2NC(=O)c2ccc(C)cc2)cc1	1.3	-1.3
Cc1ccc(NCCC(=O)c2cccc([N+](=O)[O-])c2)c(C)c1	0.15	0.5
Cc1nn(Cc2ccc(Cl)cc2Cl)c(C)c1NC(=O)CCl	-0.85	0.4
COC(=O)CN1C(=S)N(c2ccc(F)cc2)C(=O)C1CC(=O)Nc1ccccc1 (stereo not given)	0	0.4
COc1ccc(CN2CCN(Cc3nc4ccccc4s3)CC2CCO)c(C)c1C (stereo not given)	-0.14	-1.2
Cc1cccc(NC(=O)CCC(=O)N2CCOCC2)n1	·	-0.4
COc1ccc(/C=C(\NC(=O)c2ccc(OCC(C)C)cc2)C(=O)OCc2ccco2)cc1	-3.1	-0.8
COCc1nnc(NS(=O)(=O)c2ccc(Br)cc2)s1	0.42	-1.4
N#Cc1ccccc1S(=O)(=O)N1CCN(C(=O)Cc2n[nH]c(=O)c3ccccc23)CC1	·	-1.8
O=C(CNCCc1ccc(Cl)cc1)Nc1ccc(C(=O)N2CCCCC2)cc1	-2.2	0.0
CCC(CC)c1nnc(NC(=O)CS(=O)(=O)Cc2ccccc2)s1	-1.6	-0.5
CC(=O)c1ccc(NC(=O)CCCN2C(=O)COc3ccc(C)cc32)cc1	0.44	0.6

Four of the compounds above, with each value named:
SMILES: Cc1nn(Cc2ccc(Cl)cc2Cl)c(C)c1NC(=O)CCl
  Kir21 block: -0.85
  STK33 kinase inh: 0.4
SMILES: Cc1ccc(NC(=O)c2ncn[nH]2)cc1
  Kir21 block: 0.26
  STK33 kinase inh: -0.2
SMILES: Cn1cc(CNC(=O)/C=C/c2ccc(Cl)cc2)cn1
  Kir21 block: 0.64
  STK33 kinase inh: -0.5
SMILES: CNS(=O)(=O)c1ccc(NC(=O)c2cc(-c3ccncc3)nc3ccc(Cl)cc23)cc1
  Kir21 block: -0.18
  STK33 kinase inh: -0.5

Record cards (already shown). Screens in order: Kir21 block | STK33 kinase inh
Nc1cc(C(=O)OCC(=O)NNC(=O)c2ccccc2)ccc1Cl is entered as 1.8 | -1.0
CC(=O)c1ccc(NC(=O)CCCN2C(=O)COc3ccc(C)cc32)cc1 is entered as 0.44 | 0.6
COC(=O)CN1C(=S)N(c2ccc(F)cc2)C(=O)C1CC(=O)Nc1ccccc1 (stereo not given) is entered as 0 | 0.4
COc1ccc(Oc2ccc(C(F)(F)F)cc2NC(=O)c2ccc(C)cc2)cc1 is entered as 1.3 | -1.3
N#Cc1ccccc1S(=O)(=O)N1CCN(C(=O)Cc2n[nH]c(=O)c3ccccc23)CC1 is entered as · | -1.8

Next records
SMILES	Kir21 block	STK33 kinase inh
O=C(Cn1nc(C(F)(F)F)c2c1CCCC2)NCc1ccco1	0.88	-2.6
COc1ccccc1N(C)S(=O)(=O)c1ccc(C(=O)OCC(=O)NCc2ccco2)cc1	-0.03	0.5
C[C@@H](NC(=O)C1(c2ccccc2)CCN(C(=O)OC(C)(C)C)CC1)C(=O)N[C@@H](Cc1ccccc1)C(=O)O	-0.39	-1.6
CC1(C)Cc2c(cnn2-c2ccc(F)cc2)C(NC(=O)c2ccoc2)C1 (stereo not given)	0.94	0.3
COc1ccccc1-n1c(CCC(=O)O)ccc1-c1ccccc1	0.85	-1.3
O=C(NCC(=O)N(c1cccc(F)c1)C(C(=O)NC1CCCC1)c1cccnc1)c1cccs1 (stereo not given)	-0.86	-1.2
COc1cccc(-c2cccc(NC(=O)C3CCN(CC4CCOC4)CC3)c2)c1 (stereo not given)	1.6	-1.6
CC(=O)Nc1ccc(NC(=O)C(C)OC(=O)/C=C/c2cccs2)cc1 (stereo not given)	1.2	-0.3
Cc1noc(NS(=O)(=O)c2ccc(N/C=C/C(=O)c3cccnc3)cc2)c1C	-1.6	3.1
CCOC(=O)C1CCN(c2cc(=O)n(-c3ccccc3Cl)c(=O)[nH]2)CC1	-2	-0.6
COC(=O)c1ccccc1N(C)S(C)(=O)=O	1.5	-0.3
N#Cc1ccc2[nH]c(CO)c(-c3ccccc3)c2c1	0.09	-0.5
CCC(=O)NC(=S)Nc1cccc(NC(=O)CC)c1	1.6	0.1
Cc1ccc(NC(=S)N2CCOCC2)cc1	-0.01	-1.9
COc1ccc(-c2cc(-c3c(O)c(OC)c4occc4c3OC)[nH]n2)cc1OC	0.53	-1.0
CCCCOCCCNC(=O)N[C@H](C(=O)OC)C(C)CC (stereo not given in full)	0.01	-0.9
CS(=O)(=O)c1ccc(Cl)c(NC(=O)c2ccc3ccccc3c2)c1	0.39	1.1
O=C(Oc1ccc2ccccc2c1)c1ccco1	0.03	-1.3
CC(C)Sc1nc2sc3c(c2c2nnc(SCC(=O)NCc4ccco4)n12)CCCC3	0.13	-1.2
CC(c1ccon1)N(C)C(=O)CCc1nnc(C2(c3ccc(Cl)cc3)CCC2)o1 (stereo not given)	-4.9*	-0.1
CN(c1cccc(Cl)c1)S(=O)(=O)c1cccc(C(=O)NCc2ccncc2)c1	·	-1.2
CCOc1ccc(NC(=S)Nc2ccc3nsnc3c2)cc1	-0.18	-1.0
C/C(N)=C(/C#N)C(=O)CSc1nnc(-c2ccccc2)n1C	-2.2	0.5
Cc1c(NC(=S)N/N=C/C=C/c2ccc([N+](=O)[O-])cc2)c(=O)n(-c2ccccc2)n1C	-0.51	-0.9
O=C(Oc1cccnc1)c1ccc([N+](=O)[O-])cc1	-0.87	0.8
COc1cc(-c2noc(C)c2C(=O)NCCCN2CCOCC2)cc(OC)c1OC	·	0.1
Cc1cccc(NS(=O)(=O)c2ccc(-c3cnc(C4CC4)o3)cc2)c1C	1.6	·
COc1ccc(CNC(=S)Nc2ccc(F)c(Cl)c2)cc1OC	-0.89	-0.9
O=C(CN1CCC(n2nnc3cc(F)ccc32)CC1)Nc1ccccc1N1CCOCC1	-0.02	1.7
Clc1ccc(OCCn2cnc3ccccc32)cc1	1.4	0.0
Cc1cc(C)c2cc3c(N)c(C(=O)N4CCOCC4)sc3nc2c1	-1.3	0.6
N/C(=N\OC(=O)c1cccc(Br)c1)c1ccncc1	-0.26	-0.8
COCCCNC(=O)C(=O)NCC1CCCN1S(=O)(=O)c1cccs1 (stereo not given)	-1.3	-1.7
Cc1ccc(S(=O)(=O)Nc2cc(-c3ccc(Cl)cc3)nn2C)cc1	1.9	-1.2
O=C(COc1ccccc1)NC(=S)Nc1ccc2c3c(cccc13)CC2	0.08	-0.7
CNC(=O)c1ccc(CNC(=O)OCc2ccccc2)cc1	2.7	-0.8
CN1CC(c2ccccc2)Oc2ccccc2C1=S (stereo not given)	0.05	-1.9
CN(C)S(=O)(=O)c1ccc(NC(=O)CSc2ncnc3ccccc23)cc1	0.58	·
Cc1cccc(NC(=O)c2ccc(OCc3c(C)noc3C)cc2)c1C	·	-0.2
CC1=NN(C(=O)Cn2nc([N+](=O)[O-])cc2C)C(O)(C(F)(F)F)C1 (stereo not given)	-1.6	-1.0
S=C1NC2(CCCCC2)Cc2ccccc21	0.6	-0.3
O=C1CC(N2CCN(S(=O)(=O)c3ccccc3)CC2)C(=O)N1c1ccccc1 (stereo not given)	-0.03	-1.2
O=C1Nc2c(c(=O)[nH]c(=O)n2-c2ccc(F)cc2)C1(NS(=O)(=O)c1ccccc1)C(F)(F)F (stereo not given)	1.2	-0.2
COC(=O)[C@H](CC(C)C)NC(=O)NC1CCCCC1C (stereo not given in full)	-0.53	0.3
CCOC(=O)N/N=C\c1ccc(C)s1	2	0.3
Cc1nc2ccc(NC(=O)c3ccc(=O)[nH]c3)cc2s1	1.2	-0.9
Cc1nc2cc(NC(=O)c3ccc(Cl)cc3)ccc2n1C	-0.15	-0.4
O=C(Nc1ccc(-c2noc(CCc3ccccc3)n2)cc1)c1cccnc1	0.36	-1.8
COc1cccc(C(=O)CC(=O)C(=O)Nc2cc(OC)c(OC)c(OC)c2)c1	-0.03	-1.6
FC(F)(F)c1cccc(CNC(=S)Nc2ccccc2)c1	0.75	0.6
O=C1NC(=O)/C(=C/c2ccccn2)S1	-1.7	2.2
CC(C)[C@H](NC(=O)OCc1ccccc1)C(=O)N[C@@H](Cc1c[nH]c2ccccc12)C(=O)O	0	0.3
O=C(C1CCCO1)N1CCN(S(=O)(=O)c2ccc(Br)cc2)CC1 (stereo not given)	0.59	0.7
C=CCN1C(=O)C(CC(=O)Nc2ccc(C)cc2)SC1=Nc1c(C)n(C)n(-c2ccccc2)c1=O (stereo not given)	2.6	-0.3
CCOC(=O)Cc1csc(NC(=O)CSc2nnc(C(C)C)n2CC)n1	0.67	-0.9
C=CCNC(=O)c1ccccc1NC(=O)C1CCN(S(=O)(=O)c2ccc(SC)cc2)CC1	-0.39	0.0
O=C(N[C@@H]1C/C=C\C[C@H](CC(=O)N(CCO)Cc2ccccc2)C(=O)N[C@@H](Cc2ccccc2)COC1=O)OCC1c2ccccc2-c2ccccc21	·	-0.3
Cc1ccc(N2CC(=O)N(NC(=O)Nc3ccc(Cl)c(Cl)c3)CC2=O)cc1	-0.44	-0.9
Cc1sc(NC(=O)CSc2nnc(CCNC(=O)c3cccs3)n2C)nc1-c1ccccc1	1.2	-2.6
COc1cc(C(=O)Nn2c(O)c(C3=c4ccccc4=NC3=O)sc2=S)ccc1O	0.07	-3.4

Overlap with the part before: 2 compounds; new compounds follow.
SMILES	Kir21 block	STK33 kinase inh
Cc1sc(NC(=O)CSc2nnc(CCNC(=O)c3cccs3)n2C)nc1-c1ccccc1	1.2	-2.6
COc1cc(C(=O)Nn2c(O)c(C3=c4ccccc4=NC3=O)sc2=S)ccc1O	0.07	-3.4
CCCN1CCN(C(=O)c2c(Cl)cnn2C)CC1	0.09	-2.3
Cc1cccc(-n2c(SCCC(=O)O)nnc2-c2cccs2)c1C	0.91	-2.9
O=C(Nc1ccc2[nH]c(=S)sc2c1)Nc1ccccc1F	1.3	0.3
Cc1oc(CSCC2CCCO2)cc1C(=O)O (stereo not given)	1.2	-1.3
NS(=O)(=O)c1ccc(NC(=S)NC(=O)c2cccc(Br)c2)cc1	0.64	·
COc1ccc(C2/C=C\CN(C(=O)NC(C)C)CC(=O)N2Cc2ccc(F)cc2)cc1 (stereo not given)	0.53	-0.8
Cc1ccc(C(=O)NCCNC(=O)CN2CCOCC2)cc1	-0.01	0.1
COc1ccc(-n2ncc(C(=O)NC3CC3)c2C2CCN(C(=O)OC(C)(C)C)CC2)cc1	-0.53	-0.6
Nc1cc(=O)[nH]c(=S)n1-c1ccccc1	1.3	0.5
NC(CC(=O)NC(c1ccccc1)(c1ccccc1)c1ccccc1)C(=O)O (stereo not given)	-0.13	-1.6
CC(C)CCn1nnnc1C(C(C)C)N1CCC(C(N)=O)CC1 (stereo not given)	0.08	0.2
CCSc1nncn1/N=C/c1ccc(OC)c(OC)c1	0.12	-1.2
COc1cc(C(=O)NCCC(C)C)c([N+](=O)[O-])cc1OC	0.48	7.3
COc1ccc(NC(=O)CN2CCCN(S(=O)(=O)c3ccc(F)cc3)CC2)c(OC)c1	-1.4	2.1
Cc1ccc(N(CC(O)CN2CCCCC2)S(=O)(=O)c2ccccc2)cc1 (stereo not given)	-1.2	-1.7
O=C(CCN1C(=O)/C(=C\c2cccs2)SC1=S)Nc1nccs1	1.2	1.5
O=C(COC(=O)c1cc2ccccc2cc1O)Nc1cccnc1Cl	0.31	1.4
COc1ccc(C(=O)OCC(=O)Nc2ccc([N+](=O)[O-])cc2OC)c(O)c1	0.57	-1.6
Fc1ccc2nc3[nH]c4ccccc4c3nc2c1	1.5	4.0
O=C(CN1C(=O)C2C3CC(C(Br)C3Br)C2C1=O)Nc1ccc(C(=O)O)cc1 (stereo not given)	0.24	0.1
COc1cccc(NC(=O)CN2C(=O)NC(CCc3ccccc3)C2=O)c1 (stereo not given)	·	-0.2
COCCCn1c(=O)c2sccc2n2c(CCCC(=O)NCc3ccccc3)nnc12	0.01	-2.5
O=c1cc(-c2ccc(Cl)cc2)[nH][nH]1	0.44	2.3
O=C(O)c1ccc(N/N=C/c2ccc3nccnc3c2)cc1	-1	4.1
CCOc1ccc(Oc2nc(C)cc(OC)n2)nn1	-1	-0.7
CN1CCN(c2ccc(C(=O)NC3CCCCC3)cc2[N+](=O)[O-])CC1	0.83	-2.2
COc1cccc2cc3c(=O)n(-c4ccccc4)nc-3oc12	0.09	-1.7
CC1CCCCC1NCC(=O)NCc1ccc(F)cc1 (stereo not given)	0.55	-1.2
CCN(c1ccccc1)S(=O)(=O)c1ccc(Cl)c(NC(=O)CSc2nncn2C)c1	0.92	-1.6
COc1ccc(C(=O)N/N=C/c2ccccn2)cc1OC	0	6.9
O=C1OC(c2ccccc2)/C(=C(/O)c2ccc(Cl)cc2)C1=O (stereo not given)	-2.6	-1.8
CCCN1C(=O)/C(=C/c2ccco2)SC1=Nc1ccc(OC)cc1	-2	1.5
COc1ccc(Cl)cc1C(=O)NCc1cn(C)nc1C	1.4	-0.2

Compound activity from PubChem BioAssay.
